Rab2 wt GTP: modulators of GTP binding to Rab2A wildtype, primary screen, biochemical, dog, bead-based flow cytometry, multiplex; GST-Rab2 wt beads, Bodipy-GTP binding; GTP binding activity, % at 10 µM; hit rate 0.19% among 190,000;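 active = GTP binding activity at least 20 points away from 100%, either lowered or raised; inconclusive = signal likely due to the compound's own green fluorescence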;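 also: 0% = beads with excess unlabeled GTP and 100% = no-compound control corrected for plate trend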
HRas wt GTP: modulators of GTP binding to HRas wildtype, primary screen, biochemical, bead-based flow cytometry, multiplex | hit rate 0.14% among 190,000 | GTP binding activity, % at 10 µM | GST-Ras wt beads, Bodipy-FL-GTP binding; actives lie on both sides | GTPase HRas (Homo sapiens), P01112;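 active = GTP binding activity at least 20% away from the 100% baseline, either lowered as inhibitor or raised as activator; inconclusive = flagged as likely green fluorescent, judged across all proteins in the well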;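 also: 0% = unlabeled GTP competition control and 100% = no-compound control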
Target sequence (P01112 whole entry, looked up): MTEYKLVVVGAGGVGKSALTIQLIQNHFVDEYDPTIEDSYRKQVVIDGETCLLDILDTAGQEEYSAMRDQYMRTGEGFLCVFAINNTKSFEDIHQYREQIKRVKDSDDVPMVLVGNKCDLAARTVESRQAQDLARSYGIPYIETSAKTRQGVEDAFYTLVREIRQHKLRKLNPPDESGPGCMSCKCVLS
Avidin fluor: green autofluorescence of compounds with avidin beads – biophysical, 488/530 nm, flow cytometry, artefact control, profiling panel. compound fluorescence 488/530 nm; active compounds read high. hit rate 0.38% among 220,000. fluorescence (KMESF) at 10 µM; in the data active = fluorescence above about 47; also: inactives centre near 10
GSH fluor: compound fluorescence on glutathione beads, profiling panel, artefact control, biophysical, 488/530 nm, flow cytometry; GSH beads flow cytometry, compound fluorescence 488/530 nm; active compounds read high; fluorescence (KMESF) at 10 µM; hit rate 0.25% among 190,000; AID 1776, 2009; in the data active = fluorescence above about 89;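 also: glutathione beads carrying GST-tagged Bcl family fusion proteins plus one bare bead set; values are compound well signal with DMSO vehicle wells as background; inactives centre near 16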
Rac1 wt GTP bind: wildtype Rac1 GTP binding modulators, primary screen, biochemical, GST-Rac1 beads, flow cytometry, multiplex. hit rate 0.27% among 190,000. fluorescent GTP binding; actives lie on both sides; 0 = cold GTP competed, 100 = untreated. GTP binding activity (% of control), % at 10 µM. AID 757, 2007. Ras-related C3 botulinum toxin substrate 1 (Homo sapiens), P63000;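 active = GTP binding activity at least 20 points away from the 100% control level, either lower or higher; inconclusive = compound flagged as likely green fluorescent, judged across all proteins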
Mcl1-Noxa inh: Mcl-1/Noxa binding inhibitors, primary screen, biochemical, TR-FRET, 1536-well; Induced myeloid leukemia cell differentiation protein Mcl-1 (Homo sapiens), Q07820; TR-FRET Mcl-1/Noxa peptide binding, 2 h; inhibition, % at 21.7 µM; hit rate 1.5% among 220,000; AID 1022, 2008;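 active = compounds that cut the protein-peptide binding signal by more than 50% relative to plate controls in a single-dose test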;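 also: His-tagged Mcl-1 with rhodamine Noxa BH3 peptide and terbium anti-His antibody; 0% = Mcl-1 plus Noxa peptide wells and 100% = peptide-only wells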
Target sequence (Q07820 whole entry, looked up): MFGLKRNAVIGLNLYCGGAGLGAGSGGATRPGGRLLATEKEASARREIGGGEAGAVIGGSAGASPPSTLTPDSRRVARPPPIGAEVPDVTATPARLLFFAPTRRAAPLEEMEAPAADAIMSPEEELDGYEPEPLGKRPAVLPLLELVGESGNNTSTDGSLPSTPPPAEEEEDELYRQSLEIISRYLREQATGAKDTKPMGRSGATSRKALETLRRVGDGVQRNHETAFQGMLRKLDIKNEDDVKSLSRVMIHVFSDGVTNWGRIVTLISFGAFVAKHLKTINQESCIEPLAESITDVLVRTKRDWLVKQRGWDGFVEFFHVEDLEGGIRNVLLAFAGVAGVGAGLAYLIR
Cdc42 wt: modulators of GTP binding to wildtype Cdc42, primary screen, biochemical, multiplex bead flow cytometry, Bodipy-GTP. hit rate 0.2% among 190,000. percent activity (GTP binding), % at 10 µM. GST-Cdc42 beads; actives lie on both sides. Cell division control protein 42 homolog (Homo sapiens), P60953;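 active = percent activity GTP binding at least 20 points away from the 100% baseline, either down as inhibitor or up as activator; inconclusive = compound flagged as likely green fluorescent from well-wide comparison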;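 also: median bead fluorescence of bound Bodipy-FL-GTP at 100 nM; 0% = excess unlabeled GTP control and 100% = no compound control; below 100% means less GTP binding so inhibitor and above means activator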
Target sequence (P60953 whole entry, looked up): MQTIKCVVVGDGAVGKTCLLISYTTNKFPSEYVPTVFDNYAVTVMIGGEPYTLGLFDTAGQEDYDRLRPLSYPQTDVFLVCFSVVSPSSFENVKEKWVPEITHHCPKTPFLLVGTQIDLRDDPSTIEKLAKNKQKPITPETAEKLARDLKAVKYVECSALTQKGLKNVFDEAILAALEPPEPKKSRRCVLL
Pf gamet viab: late stage P. falciparum gametocyte viability inhibitors, primary screen, ATP luminescence, HTS; P. falciparum stage V gametocytes, 24 h; inhibition, % at 10.9 µM; hit rate 0.065% among 150,000;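 active = inhibition above the mean plus 3 SD of compounds within the control limits, set per campaign, cut at about 38% in these data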;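 also: 0% = DMSO wells and 100% = medium only without gametocytes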
Rab7 wt GTP bind: modulators of GTP binding to Rab7, primary screen, biochemical, wildtype, multiplex bead flow cytometry; Rab7 GTPase wild type (dog), Bodipy-FL-GTP binding; GST-Rab7 beads, fluorescent GTP binding; actives lie on both sides; untreated = 100%, excess cold GTP = 0%; GTP binding activity (percent of control), % at 10 µM; hit rate 0.055% among 190,000; AID 758, 2007;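 active = fluorescent GTP binding to Rab7 beads changed by at least 20 points from the 100% baseline, either direction, mostly lower; inconclusive = compound itself probably fluorescent, or too few beads counted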;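 also: median green fluorescence of bound Bodipy-FL-GTP per Rab7 bead population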
Mcl1-Bid inh: Mcl-1/Bid binding inhibitors, primary screen, biochemical, TR-FRET, 1536-well; Induced myeloid leukemia cell differentiation protein Mcl-1 (Homo sapiens), Q07820; AID 1021, 2008; TR-FRET Mcl-1/Bid-Dy647 peptide binding; hit rate 0.97% among 220,000; inhibition, % at 21.7 µM;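 active = compounds that cut the binding signal by more than half at the single screening dose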;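 also: His-tagged Mcl-1 with europium anti-His antibody binding Bid BH3 peptide; 0% = Mcl-1 plus peptide wells and 100% = peptide-only wells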
Rac1 mut GTP: GTP binding modulators of activated mutant Rac1, primary screen, biochemical, bead-based flow cytometry, multiplex, fluorescent GTP. Ras-related C3 botulinum toxin substrate 1 (Homo sapiens), P63000. GST-Rac1 activated beads; actives lie on both sides; 100% means binding = to untreated wells. percent activity (GTP binding), % at 10 µM. hit rate 0.11% among 190,000. AID 764, 2007;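 active = GTP binding at least 20 percentage points away from the 100% baseline, in either direction, so actives lie on both sides; inconclusive = Compound likely fluorescent itself, or too few beads counted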
* hit, by the source's call; u = inconclusive; x = not tested or not shown; [ ] = remark or other dose.

SMILES	Rab2 wt GTP	HRas wt GTP	Avidin fluor	GSH fluor	Rac1 wt GTP bind	Mcl1-Noxa inh	Cdc42 wt	Pf gamet viab	Rab7 wt GTP bind	Mcl1-Bid inh	Rac1 mut GTP
O=c1[nH]nc(Cc2ccccc2)c2ccccc12	103	103	13	11	110	0	103	x	101	-15	101
CC1CN(CCCCN2C(=O)c3ccccc3C2=O)CC(C)O1 (stereo not given)	97	95	22	7	92	18	96	-8	96	-40	96
Cc1cc(C)cc(C(=O)NC(=S)Nc2ccc(Cc3ccncc3)cc2)c1	99	99	11	30	105	29	98	12	103	-13	96
CCn1nc(C(=O)NNC(=O)COc2ccccc2C)c2ccccc2c1=O	95	98	20	8	101	2	102	6	97	-3	96
CN(CCCNC(=O)C1CCN(S(=O)(=O)c2cccc3nsnc23)CC1)Cc1ccccc1	103	102	7	23	104	-2	102	12	100	3	99
O=C(C[n+]1ccccc1)N/N=C/c1ccccc1[N+](=O)[O-]	100	99	11	11	101	6	99	-9	106	-23	99
CCCCN(C)C(=O)c1nc2ccccn2c1CN1CCN(C(=O)c2cccs2)CC1	97	98	9	10	98	-6	99	11	96	-12	95
CCCCn1c(/N=C/c2c[nH]c3ccccc23)nc2ccccc21	89	93	32	15	85	12	92	x	90	19	91
COc1ccccc1Oc1ccccc1C(=O)O	116	114	7	5	130*[activator]	23	122*[activator]	5	112	-6	119
N/C(=N\OC(=O)c1cc(-c2ccccc2)nc2ccccc12)c1ccccn1	98	98	9	24	98	-1	99	x	97	-5	95
Cc1cccc(N2CCN(S(=O)(=O)c3ccc4[nH]c(=O)c(=O)[nH]c4c3)CC2C)c1 (stereo not given)	97	97	8	12	97	17	99	x	96	-5	97
Cc1ccc(C(=O)N/C(=C\c2ccc(-c3ccc(Br)cc3)o2)C(=O)NC2CCS(=O)(=O)C2)cc1 (stereo not given)	98	99	21	16	101	-6	101	-1	98	-29	98
Cc1ccc(OCC(O)CN2CCN(CC(O)COC(C)C)CC2)c(C(C)(C)C)c1 (stereo not given)	93	95	13	33	88	x	93	x	91	2	91
CCCc1[nH]n(-c2ccc(F)cc2)c(=O)c1C=Nc1ccc(C)cc1	100	100	5	10	101	-2	100	15	98	-4	100
Cc1[nH]c2ccc(F)cc2c1CCN(Cc1ccncc1)C(=S)Nc1ccc(F)cc1	97	97	25	11	93	-1	94	x	101	-38	95
NC(=O)c1cc2ccc(O)cc2oc1=NCc1ccccc1	99	102	36	21	107	2	102	x	99	-11	98
O=C(O)c1cc(/C=C/c2ccc(N3CCOCC3)cc2)nc2ccccc12	93	94	19	9	93	38	92	21	100	-20	91
CCN(Cc1ccccc1)C(=O)COc1cc(=O)n(CC)c2ccccc12	99	103	5	15	112	26	103	x	98	6	100
CCC1=Nc2cc(C(=O)NCc3ccco3)ccc2Sc2ccc(Cl)cc21	102	103	10	5	104	10	99	7	103	-7	99
O=C(CCC1CCCCC1)NCc1cccs1	96	98	5	28	100	14	99	-4	98	8	98
COC(=O)C1CCN(S(C)(=O)=O)CC1	99	97	30	17	102	-10	104	-33	95	-19	100
COc1ccc(C)cc1S(=O)(=O)N1CCC(C(=O)NCCC2=CCCCC2)CC1	100	98	6	39	104	-6	98	10	99	-14	101
NC(N)=Nc1nc2ccc(Br)cc2c(=O)[nH]1	90	92	12	59	98	-5	93	-15	96	11	96
COc1ccc(CCNC(=O)c2cc3ccccn3n2)c(OC)c1OC	101	104	9	21	105	6	107	x	101	-17	102
COCCNc1ncnc2c1cnn2-c1ccc(Cl)cc1	99	102	20	11	104	10	104	-10	100	-13	102

Cdc42 wt, entries above that show a hit.
Molecule	Rab2 wt GTP	HRas wt GTP	Avidin fluor	GSH fluor	Mcl1-Noxa inh	Cdc42 wt	Rab7 wt GTP bind	Mcl1-Bid inh
COc1ccccc1Oc1ccccc1C(=O)O	116	114	7	5	23	122*[activator]	112	-6

(continued)
SMILES	Rab2 wt GTP	HRas wt GTP	Avidin fluor	GSH fluor	Rac1 wt GTP bind	Mcl1-Noxa inh	Cdc42 wt	Pf gamet viab	Rab7 wt GTP bind	Mcl1-Bid inh	Rac1 mut GTP
CC12CCC(C(=O)NCCCn3ccnc3)(OC1=O)C2(C)C (stereo not given)	u	u	16	52	u	19	u	x	u	-14	u
Cc1cc(C#N)c(C)c(SCc2[nH]nc3c2C(c2ccccc2)C(C#N)=C(N)O3)n1 (stereo not given)	96	101	22	18	105	16	98	-6	99	-1	96
CC1CCN(C(=S)c2ccc3c(c2)OCO3)CC1	95	96	13	25	96	13	98	-17	97	-21	95
O=C(COC(=O)CSc1nnc(-c2ccc(Cl)cc2)o1)NCc1ccc2c(c1)OCO2	98	100	17	29	101	-23	100	21	96	-21	98
COc1cc(OC)cc(C(=O)NCCSCc2ccco2)c1	103	103	10	14	110	9	107	x	99	-21	101
Cc1ccc(Nc2ncnc3c2oc2ccccc23)cc1	98	99	6	37	103	39	99	x	99	33	97
COc1ccccc1C(=O)NNC(=S)NC(=O)c1cc(OC)c(OC)c(OC)c1	100	96	11	15	100	-11	95	21	104	-17	92
O=C(CSc1ncnc2c1oc1ccccc12)c1cccs1	102	101	10	21	102	-33	106	x	98	-10	98
Cc1cccc(C)c1NCc1n[nH]c(=S)n1-c1ccccc1	97	98	7	10	99	-1	100	x	106	-74	95
CCOc1ccc2nc(N3CCCN(C(=O)Nc4ccccc4C)CC3)c(C#N)cc2c1	99	101	7	4	105	0	103	x	104	-5	98
Cc1ccc(SCCNC(=O)C(CO)(CO)CO)cc1	104	104	3	39	111	14	106	-10	103	-20	101
CCN(CC)S(=O)(=O)c1ccc(N2CCOCC2)c(NC(=O)CC23CC4CC(CC(Br)(C4)C2)C3)c1	102	102	11	11	102	-24	98	-27	101	1	102
CN1c2ccccc2C(O)=C(C(=O)Nc2ccccc2)S1(=O)=O	95	96	7	57	96	11	94	2	98	25	91
CCOC(=O)c1sc(NC(=O)CN2C(=O)NC3(CC(C)CC(C)(C)C3)C2=O)c(C(=O)OCC)c1C (stereo not given)	100	99	6	17	104	-88	97	15	100	-36	99
CNC(=O)/C(C#N)=c1\s/c(=C/C(=O)OC)c(=O)n1-c1ccccc1	100	99	12	17	97	29	101	x	99	-15	97
O=C(COC(=O)c1ccc(O)cc1)NCc1ccc2c(c1)OCO2	97	92	11	23	98	16	95	-21	97	-4	95
Cc1cc(C)c(OCCOCCN2CCNCC2)c(C)c1	99	100	10	11	100	29	102	x	97	8	97
CC(=O)Nc1cn(-c2ccccc2)nc1-c1ccccc1	97	97	13	71	97	14	102	22	93	-7	100
COc1nc(NCCN2CCOCC2)nc(Nc2ccc([N+](=O)[O-])cc2)n1	101	99	16	23	105	4	99	x	99	-16	100
O=C1OC(=O)C2C1[C@@H]1CC[C@H]2O1 (stereo not given in full)	101	98	9	22	100	5	101	x	99	1	99
CSC1=N/C(=C\c2ccccc2F)C(=O)S1	97	98	10	41	98	92*	98	-8	97	100*	95
Cc1ccc(NC(=O)C(C)N=C2NS(=O)(=O)c3ccccc32)cc1 (stereo not given)	98	97	9	12	100	14	99	x	94	-16	97
Cc1nc(SCC(=O)N2CCc3ccccc32)n[nH]1	98	98	11	33	101	2	101	x	99	2	97
O=C(NCc1ccc(F)cc1)C1CCN(S(=O)(=O)N2CCC3(CC2)OCCO3)CC1	102	102	11	27	107	-3	105	-12	102	-25	99
Cc1cc(C)nc(N/N=C/c2ccccc2OCc2ccccc2)n1	103	103	5	11	109	1	107	-29	102	1	104
Cn1cc(CNCc2cnc3ccccn23)c(-c2ccc(Oc3ccccc3)cc2)n1	99	97	11	17	101	15	101	-3	99	-18	97
O=C(NC(Nc1nc2ccc([N+](=O)[O-])cc2s1)(C(F)(F)F)C(F)(F)F)c1ccccc1Cl	100	102	13	20	99	12	99	2	101	15	100
CCN1CCN(CCNC(=O)c2ccc(CS(=O)(=O)c3ccccc3C)o2)CC1	93	96	17	18	92	12	91	x	97	0	91
CC(C)(C)NS(=O)(=O)c1ccc(OCC(=O)NCCC2=CCCCC2)cc1	103	102	4	30	106	19	104	-18	102	-6	101

Single records, as listed above. Order of values: Rab2 wt GTP	HRas wt GTP	Avidin fluor	GSH fluor	Rac1 wt GTP bind	Mcl1-Noxa inh	Cdc42 wt	Pf gamet viab	Rab7 wt GTP bind	Mcl1-Bid inh	Rac1 mut GTP
Cc1cc(C)nc(N/N=C/c2ccccc2OCc2ccccc2)n1 in the list: 103	103	5	11	109	1	107	-29	102	1	104
CNC(=O)/C(C#N)=c1\s/c(=C/C(=O)OC)c(=O)n1-c1ccccc1 in the list: 100	99	12	17	97	29	101	x	99	-15	97
CC1CCN(C(=S)c2ccc3c(c2)OCO3)CC1 in the list: 95	96	13	25	96	13	98	-17	97	-21	95

Four records picked at random from those above:
SMILES	Rab2 wt GTP	HRas wt GTP	Avidin fluor	GSH fluor	Rac1 wt GTP bind	Mcl1-Noxa inh	Cdc42 wt	Pf gamet viab	Rab7 wt GTP bind	Mcl1-Bid inh	Rac1 mut GTP
CN1c2ccccc2C(O)=C(C(=O)Nc2ccccc2)S1(=O)=O	95	96	7	57	96	11	94	2	98	25	91
COc1cc(OC)cc(C(=O)NCCSCc2ccco2)c1	103	103	10	14	110	9	107	x	99	-21	101
Cc1cc(C)c(OCCOCCN2CCNCC2)c(C)c1	99	100	10	11	100	29	102	x	97	8	97
O=C(NCc1ccc(F)cc1)C1CCN(S(=O)(=O)N2CCC3(CC2)OCCO3)CC1	102	102	11	27	107	-3	105	-12	102	-25	99

Bioassay records deposited in PubChem BioAssay by several laboratories.
